Screening results as filed in PubChem BioAssay.
PI5P4K alpha inh – qHTS for Inhibitors of phosphatidylinositol 5-phosphate 4-kinase (PI5P4K) | Phosphatidylinositol 5-phosphate 4-kinase type-2 alpha (Homo sapiens), P48426 | PI5P4Kalpha enzyme, ADP-Glo luminescence, 60 min; hits give low values | max response, % | 330,000 compounds, 1.2% hits | AID 652105, 2013; active means max response of -50% or lower; inconclusive means between -30% and -50%; inactive means -30% or higher; further: value at the top dose of about 77 µM; on the % scale 0 is the no-effect control and ±100 the full control effect
Target sequence (P48426 whole entry, looked up): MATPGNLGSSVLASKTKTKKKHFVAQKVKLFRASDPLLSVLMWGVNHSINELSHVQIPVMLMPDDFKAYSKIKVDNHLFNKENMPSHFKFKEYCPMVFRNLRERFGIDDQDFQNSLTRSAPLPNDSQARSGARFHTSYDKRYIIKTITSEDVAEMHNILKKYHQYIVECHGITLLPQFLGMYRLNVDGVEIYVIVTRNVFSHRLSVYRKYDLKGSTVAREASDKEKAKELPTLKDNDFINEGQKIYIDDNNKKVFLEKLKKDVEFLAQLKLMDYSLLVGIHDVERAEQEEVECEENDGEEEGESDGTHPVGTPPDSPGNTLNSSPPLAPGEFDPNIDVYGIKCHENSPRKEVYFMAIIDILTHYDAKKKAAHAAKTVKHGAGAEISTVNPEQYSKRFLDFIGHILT
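Compounds were pin-transferred onto PI5P4Kalpha and substrate in HEPES pH 7.4 buffer with EGTA, CHAPS and 5% DMSO. ATP (5 microM final) started the reaction, which ran 60 minutes at room temperature before ADP-Glo detection.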
EPAC1 antag – qHTS for Antagonist of cAMP-regulated guanine nucleotide exchange factor 3 (EPAC1): primary screen | Rap guanine nucleotide exchange factor 3 (Homo sapiens), O95398 | EPAC1 GEF assay, Rap1b-BODIPY-GDP exchange fluorescence | Potency, µM (top dose mostly 115 µM), for the others: at the top dose activity change, negative = inhibition, most hits filed as inhibitors | 360,000 compounds, 0.14% hits | AID 720709, 2013;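 further: potency means the concentration at half of the fitted maximal effect; plate controls were vehicle for no effect and positive control for full effect; nearly all actives have a fitted effect of over 50% in size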
HEK293 tox – qHTS of GLP-1 Receptor Inverse Agonists: Cytotox Screen; Potency, µM (highest dose often 38.3 µM), without a hit: top-dose activity change, negative = inhibition, actives largely listed as inhibitors; 410,000 compounds, 0.13% hits; AID 624418, 2012; HEK293 cAMP-luciferase reporter cells, luminescence, 24 h;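 further: loss of luciferase light is scored as toxicity; potency means the concentration at half of the fitted maximal effect; on the % scale 0 is the no-effect control and ±100 the full control effect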
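Luminescence readout: signal drop marks cytotoxicity. Plated cells grew 12 h at 37 °C, 5% CO2, received 23 nL compound for 24 h, then got luciferase reagent, read after 12 min at RT.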
PTHR1 ag – qHTS for PTHR1 Agonists: Primary Screen. HEK293 GP2 PTHR1 cells, GloSensor cAMP luminescence, 1 h. Potency, µM (doses to about 115 µM), for the others: at the top dose activation, most hits filed as activators. 410,000 compounds, 0.075% hits; further: potency means the concentration at half of the fitted maximal effect; nearly all actives have a fitted effect of over 55% in size; some results filed as inactive show a strong effect at the top dose; inactives centre near -15; many of its hits are not listed in these tables
Target sequence (Q03431 whole entry, looked up): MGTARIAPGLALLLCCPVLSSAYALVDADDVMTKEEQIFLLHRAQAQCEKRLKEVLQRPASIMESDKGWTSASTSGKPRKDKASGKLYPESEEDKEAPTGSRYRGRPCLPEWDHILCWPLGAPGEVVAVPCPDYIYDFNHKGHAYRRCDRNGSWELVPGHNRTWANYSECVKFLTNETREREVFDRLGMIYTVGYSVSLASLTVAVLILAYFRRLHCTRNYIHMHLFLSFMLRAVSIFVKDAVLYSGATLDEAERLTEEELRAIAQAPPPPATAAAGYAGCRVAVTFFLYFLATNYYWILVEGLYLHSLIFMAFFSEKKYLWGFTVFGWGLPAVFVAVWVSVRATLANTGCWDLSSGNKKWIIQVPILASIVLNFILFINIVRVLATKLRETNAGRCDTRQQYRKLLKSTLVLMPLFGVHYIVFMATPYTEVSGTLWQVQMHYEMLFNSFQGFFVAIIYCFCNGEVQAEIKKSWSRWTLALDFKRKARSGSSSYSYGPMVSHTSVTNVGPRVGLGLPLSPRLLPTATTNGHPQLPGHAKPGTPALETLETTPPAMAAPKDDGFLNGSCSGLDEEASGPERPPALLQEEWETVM
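HEK-293-derived GP2 cells expressing PTHR1 and a GloSensor cAMP reporter, 3,000/well, plated overnight, given luciferin plus IBMX (each 0.5 mM as added) for 1 h at 37 °C, then compound for 1 h at 37 °C. Luminescence was read after 15 min at room temperature.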
PLK1 PBD block – qHTS for Inhibitors of PLK1-PDB (polo-like kinase 1 - polo-box domain): Primary Screen; Serine/threonine-protein kinase PLK1 (Homo sapiens), P53350; Plk1 PBD binding of FITC phosphopeptide, fluorescence polarization; Potency, µM, inactives show max response, negative = inhibition, hits mostly inhibitors; 360,000 compounds, 2.8% hits; further: potency means the concentration at half of the fitted maximal effect; series mostly up to about 57 µM; on the % scale 0 is the no-effect control and ±100 the full control effect; nearly all actives have a fitted effect of over 65% in size
GLP1R ag – qHTS of GLP-1 Receptor Agonists; Glucagon-like peptide 1 receptor (Homo sapiens), P43220; HEK293 GLP-1R CRE-luciferase, luminescence, 4-6 h; cells express a hypersensitive GLP-1R form; Potency, µM (highest dose often 45.6 µM), for inactives: at the highest dose activation, most hits filed as activators; 380,000 compounds, 0.007% hits; further: potency means the concentration at half of the fitted maximal effect; % of control where 0% means no effect
GLP-1R inv ag – qHTS of GLP-1 Receptor Inverse Agonists (Inhibition Mode) | Glucagon-like peptide 1 receptor (Homo sapiens), P43220 | Potency, µM (titrated, usually from 38.3 µM), for inactives: top-dose activity change, negative = inhibition, most hits filed as inhibitors | HEK293 GLP-1R CRE-luciferase, luminescence, 24 h; GLP-1R form is constitutively active | 410,000 compounds, 1.6% hits; further: potency means the concentration at half of the fitted maximal effect; on the % scale 0 is the no-effect control and ±100 the full control effect; nearly all actives have a fitted effect of over 55% in size
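Inverse agonism was detected as reduced cAMP-driven luciferase luminescence after 24 h compound treatment. The cells were HEK293 clones expressing constitutively active human GLP-1R with the reporter. Reporter-only and GPR119 cell lines served as counterscreen controls.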
EPAC1 agonist – qHTS for Agonist of cAMP-regulated guanine nucleotide exchange factor 3 (EPAC1): primary screen | Rap guanine nucleotide exchange factor 3 (Homo sapiens), O95398 | EPAC1 agonist qHTS, biochemical assay; response scale: 100% = response to 6.5 mM cAMP | Potency, µM (series often up to 154 µM), without a hit: at the top dose activation, most hits filed as activators | 360,000 compounds, 0.073% hits; further: potency means the concentration at half of the fitted maximal effect; nearly all actives have a fitted effect of over 60% in size
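Compounds were pinned as a concentration titration into mixtures of EPAC1 (100 nM), BODIPY-GDP-loaded Rap1B (250 nM) and GDP (50 uM). After 5 min at room temperature, fluorescence was followed for 30 min; activity was scaled to 6.5 mM cAMP.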
IL-2 act – qHTS of IL-2 Activators. IL-2 activation reporter assay, cell-based qHTS; stimulated with anti-CD3/CD4/CD28 beads; in transgenic mouse T cells. activation, % (series mostly up to about 46 µM). 360,000 compounds, 0.065% hits; in the data active means activation above about 50%; inconclusive means mostly about 30% to 49%; further: 0% is about no effect
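EGFP and DsRed fluorescence is measured by plate cytometry in unstimulated transgenic mouse T cells exposed to compound for 60 minutes, then stimulated 18 hours at 37 degrees C with anti-CD3/anti-CD4 beads plus anti-CD28.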
Starred values were filed as active, the others as inactive; i = inactive; ? = inconclusive; · = no result given; [ ] = another dose, or the depositor's remark. Unless noted, the call rests on the fitted dose curve; in most records, active means well fitted curve in the direction sought with a large enough effect; inconclusive means small, poorly fitted or top-dose-only effect, or another doubt; inactive means no such curve, though single readings can be large; an effect the other way counts as inactive or inconclusive. Some of the compounds tested, so the mix of outcomes need not match the whole.

no. | molecule | GLP1R ag | EPAC1 antag | EPAC1 agonist | PI5P4K alpha inh | IL-2 act | HEK293 tox | PLK1 PBD block | GLP-1R inv ag | PTHR1 ag
1 | O=C(Cc1ccccc1F)NC1CCCN(Cc2ccc(Cl)cc2)C1 (stereo not given) | -4% | 7% | -6% | -2 | 0.0 | 1% | -5% | ? | -14%
2 | Cc1ccc(CN2CCN(CC(=O)NC(C)CCc3ccccc3)C2=O)cc1 (stereo not given) | 1% | -1% | -12% | 1 | -1.8 | 2% | 8% | ? | -21%
3 | CCC(=O)N1CCc2cc(S(=O)(=O)Nc3cc(C)ccc3OC)ccc21 | 1% | · | · | · | · | -10% | · | -4% | -5%
4 | C=CCNc1c2c(nc3ncnn13)CC(C)CC2 (stereo not given) | 15% | -10% | -1% | 1 | -0.6 | -15% | -3% | 30%[activator] | i
5 | COc1ccc(Br)cc1S(=O)(=O)NNC(=O)c1c(C)nc2ccccn12 | 1% | -20% | 0% | 5 | -0.5 | 10% | -3% | 12% | i
6 | COc1ccc(OC)c(C2C3CN(C(C)C)CC=C3C(C#N)=C(N)C2(C#N)C#N)c1 (stereo not given) | -4% | -3% | 13% | -1 | 13 | -7% | ? | -1% | i
7 | COc1ccc(CCNC(=O)C2CCC(C(C)(C)C)CC2)cc1OC (stereo not given) | 12% | 18% | -13% | 1 | -0.7 | -14% | 1% | 10µM* | -6%
8 | O=C(O)C1C2C=CC(C2)C1C(=O)Nc1cccc(F)c1 (stereo not given) | -11% | 30% | -4% | · | -2.4 | 2% | -10% | 19% | i
9 | COc1ccc(CC(=O)c2ccc(OC)c(OC)c2)cc1 | 12% | 2% | -5% | 0 | -3.4 | -10% | 5% | 92%[activator] | -15%
10 | O=C1C=CC(=O)N1c1ccc(N2CCCCC2)cc1 | -11% | -18% | -4% | ? | -7.5 | ? | 3.4µM* | -8% | -25%
11 | COC(=O)C1=CN(C)C=C(C(=O)OC)C1c1ccsc1 | 1% | 11% | -3% | -1 | 0.3 | 254%[activator] | -1% | -3% | -5%[57.5 µM]
12 | COc1ccc(NC(=S)Nc2cccc(C(F)(F)F)c2)c(C)c1 | 7% | 1% | -7% | 1 | -1.6 | 1% | -1% | -16% | -11%
13 | COc1cccc(NC(=O)c2ccc(CN3CCc4ccccc4C3)cc2)c1 | 5% | -11% | 12% | -13 | 0.0 | -22% | -16% | ? | -58%[inhibitor]
14 | Cc1ccn2cc(-c3cccc(S(=O)(=O)N4CCCCC4)c3)nc2c1 | 20% | -19% | -7% | -7 | -1.2 | -10% | ? | -16% | -13%
15 | O=C(Nc1c(C(=O)Nc2ccc(F)cc2)oc2ccccc12)c1cc2ccccc2o1 | -2% | · | · | · | · | -12% | · | -13% | -12%

Six entries from above, with values under each structure.
Sequence of screens: GLP1R ag, EPAC1 antag, EPAC1 agonist, PI5P4K alpha inh, IL-2 act, HEK293 tox, PLK1 PBD block, GLP-1R inv ag, PTHR1 ag
6) COc1ccc(OC)c(C2C3CN(C(C)C)CC=C3C(C#N)=C(N)C2(C#N)C#N)c1 (stereo not given)
  -4%, -3%, 13%, -1, 13, -7%, ?, -1%, i
7) COc1ccc(CCNC(=O)C2CCC(C(C)(C)C)CC2)cc1OC (stereo not given)
  12%, 18%, -13%, 1, -0.7, -14%, 1%, 10µM*, -6%
8) O=C(O)C1C2C=CC(C2)C1C(=O)Nc1cccc(F)c1 (stereo not given)
  -11%, 30%, -4%, ·, -2.4, 2%, -10%, 19%, i
9) COc1ccc(CC(=O)c2ccc(OC)c(OC)c2)cc1
  12%, 2%, -5%, 0, -3.4, -10%, 5%, 92%[activator], -15%
10) O=C1C=CC(=O)N1c1ccc(N2CCCCC2)cc1
  -11%, -18%, -4%, ?, -7.5, ?, 3.4µM*, -8%, -25%
11) COC(=O)C1=CN(C)C=C(C(=O)OC)C1c1ccsc1
  1%, 11%, -3%, -1, 0.3, 254%[activator], -1%, -3%, -5%[57.5 µM]

Next section
no. | molecule | GLP1R ag | EPAC1 antag | EPAC1 agonist | PI5P4K alpha inh | IL-2 act | HEK293 tox | PLK1 PBD block | GLP-1R inv ag | PTHR1 ag
16 | COc1ccc(C(=O)N/C(=C/c2cccs2)C(=O)N2CCN(C)CC2)cc1 | -3% | -13% | -9% | 2 | -0.2 | 4% | -4% | 6% | -14%
17 | COc1cccc2c1OC1(C)CC2NC(=O)N1c1cccc(C(=O)N2CCN(c3ccccn3)CC2)c1 (stereo not given) | -9% | 10% | -1% | -2 | 4.8 | -2% | 2% | 1% | i
18 | COc1ccccc1C1CC(c2ccc(Cl)cc2)Nc2nc(N)nn21 (stereo not given) | 8% | -2% | 9% | · | -1.8 | -13% | 0% | 0% | -14%[57.5 µM]
19 | CC1(C(=O)Nc2ccc3ccccc3c2)CCC(=O)N1CCCn1ccnc1 (stereo not given) | 5% | 2% | 4% | 1 | -0.8 | 5% | -13% | 16% | -12%
20 | CN(CCc1ccccn1)S(=O)(=O)c1ccc2c3c(cccc13)C(=O)N2 | 11% | -13% | 2% | -3 | -0.8 | 212%[activator] | -5% | 68%[activator] | -7%[57.5 µM]
21 | CN(C)CCCCCCCCCCC(=O)/C=N/O | 4% | 4% | 6% | · | -0.9 | -6% | -26% | 10µM* | i
22 | O=C(CCl)N(C1CCCC1)C1CCS(=O)(=O)C1 (stereo not given) | -2% | -9% | 8% | -7 | -4.8 | 6% | -6% | 4.5µM* | -11%
23 | Nc1c(C(=O)Nc2ccc(Br)cc2)sc2nc(-c3ccco3)ccc12 | -1% | -2% | 8% | ? | -0.4 | 418%[activator] | -21% | ? | i
24 | c1ccc(OCCNc2ccn3nc(-c4ccccc4)cc3n2)cc1 | -2% | ? | 0% | 33 | -0.4 | 2% | -6% | ? | -62%[inhibitor]
25 | CCOc1ccc(C(=O)Nc2ccc(-c3cc4ccccc4oc3=O)c(C)c2)cc1[N+](=O)[O-] | -2% | -9% | -2% | 5 | -2.2 | 2% | -12% | 6% | -22%
26 | CC(C)N1C(=O)C2C(C(=O)NC3CCCCC3)C3C=CC2(O3)C1C(=O)NC1CCCCC1 (stereo not given) | -14% | 2% | 4% | 0 | -2.6 | 1% | -5% | 2% | -6%
27 | Cc1ccc(S(=O)(=O)Nc2nc3ccc(S(C)(=O)=O)cc3s2)cc1 | 9% | -8% | 0% | · | -2.2 | -6% | -21% | -20% | -22%[57.5 µM]
28 | Cc1sc2ncn(CC(=O)NCC(=O)N3CCN(c4ccc(F)cc4)CC3)c(=O)c2c1C | 9% | 20% | 11% | -4 | -0.1 | 0% | -2% | ? | -10%
29 | O=C1CC(c2cccc(O)c2)Oc2ccccc21 (stereo not given) | -8% | -14% | 7% | 2 | 15 | -16% | -5% | -28% | -40%[inhibitor]
30 | O=C1CC(c2c(F)cccc2Cl)c2c(ccc3ccccc23)N1 (stereo not given) | -1% | · | · | · | · | -13% | · | ? | -47%[inhibitor]
31 | CCC(Sc1ncnc2c1c(-c1ccccc1)cn2-c1ccc(OC)cc1)C(=O)OC (stereo not given) | 13% | -4% | 11% | 14 | 0.6 | -5% | -8% | ? | -15%
32 | COc1ccc(OC)c(NC(=O)C2(C)CCN2Cc2ccccc2OC(F)F)c1 (stereo not given) | 28% | -10% | -2% | 16 | -0.7 | 2% | -1% | ? | -11%
33 | CCN(CC)C(=O)N1CCc2ccccc21 | 1% | -8% | 2% | -17 | 0.3 | 9% | 30µM* | -20% | i
34 | CC(C)c1cc(-c2cc(-c3ccccc3)on2)nc(NC2CCCC2)n1 | 4% | -3% | -3% | 5 | 2.6 | 44%[activator] | 3% | ? | 27%
35 | O=C(Cc1cccc2ccccc12)Nc1nc(-c2cccc([N+](=O)[O-])c2)cs1 | -10% | -11% | 6% | 3 | -0.1 | 8% | -3% | 5% | i
36 | O=C(c1ccc([N+](=O)[O-])s1)N1CCN(c2ccccc2)CC1 | 0% | -6% | 6% | 2 | 1.3 | -9% | 2% | -3% | -31%[inhibitor]
37 | O=C(OCC(=O)N1CCC(Cc2ccccc2)CC1)c1cccnc1Cl | 7% | 22% | 0% | 2 | -0.3 | 0% | -18% | -1% | -20%
38 | Cc1ccc(S(=O)(=O)N2CCC(C(=O)NCCCOC(C)C)CC2)cc1 | -1% | 0% | 2% | · | -0.9 | 6% | -6% | ? | i
39 | COc1ccc(NC(=O)c2cccc3c(-c4ccc(O)c(OC)c4)coc23)cc1 | -1% | -19% | -3% | 4 | -0.6 | -14% | -1% | ? | -1%
40 | COc1cc(C)c(NC(=O)C(=S)NCCc2ccccc2)cc1C | 8% | -25% | 6% | -4 | 1.3 | -2% | 12µM* | -24% | -12%
41 | COc1ccc(N2CCN(S(=O)(=O)CC34CCC(CC3=O)C4(C)C)CC2)cc1 (stereo not given) | 1% | 3% | 5% | -8 | 0.3 | 9% | 3% | ? | -30%[inhibitor]
42 | O=C(O)c1ccccc1C(=O)c1ccc2c(c1)CCC2 | 0% | -15% | 11% | 0 | 0.4 | 8% | -12% | 2% | -3%
43 | c1cnc(NCCSSCCNc2ncccn2)nc1 | 1% | -7% | 3% | 2 | 0.6 | -8% | -21% | 1% | -11%

Some values from the entries so far.
cpd 43 – HEK293 tox = -8%
cpd 40 – PTHR1 ag = -12%
cpd 35 – HEK293 tox = 8%
cpd 32 – IL-2 act = -0.7
cpd 31 – PI5P4K alpha inh = 14
cpd 34 – PTHR1 ag = 27%
cpd 39 – PTHR1 ag = -1%
